Screening results from PubChem BioAssay.
RTF Ca sens inh = cardiac RTF calcium desensitization; P19429+P45379; IANBD-labeled cardiac RTF, Ca2+ fluorescence; inhibition, % at 7.15 µM; 340,000 tested, 0.12% active; AID 493244;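 active = inhibition above the mean inhibition of all tested compounds plus 3 SD, cut at about 17% in these data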;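 also: assay run at fixed EC70 calcium of 1.6 mM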
CAL PDZ FP-1 = inhibitors of human CAL PDZ peptide binding; Q9HD26; purified CAL PDZ, TMR-peptide fluorescence polarization, 1 h; inhibition, % at 20 µM; 330,000 tested, 0.02% active; AID 504414;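 active = highest replicate inhibition of at least 40%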;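 also: plate controls were DMSO neutral control wells for no effect and unlabeled competitor peptide control wells for full effect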
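material = purified tagged CAL PDZ domain construct (CerCALP) | compound dosing = 20 µM, one dose | times = 1 h at RT | measured by = fluorescence polarization from S- and P-plane intensities, G-factor corrected | read-out = inhibition from polarization loss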
cardiac RTF act = cardiac RTF calcium sensitization. P19429+P45379. IANBD-labeled TnC RTF fluorescence at EC20 calcium; 0% EC20 calcium, 100% full calcium. activation, % at 7.2 µM. 340,000 tested, 0.24% active;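 active = activation above the mean over all tested compounds plus 3 SD, cut at about 30% in these data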;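 also: rise in fluorescence read as greater calcium sensitivity of cardiac thin filaments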
LANA DNA inh = inhibitors of KSHV LANA C-terminal domain DNA binding. MBP-C-LANA/FAM-LBS DNA binding, fluorescence polarization. inhibition, % at 9 µM. 340,000 tested, 0.078% active. AID 504423;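 active = highest replicate inhibition at or above 60% at 9 µM, even if other replicates fall short; inactive = all replicates below 60% inhibition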;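 also: 0% = neutral control wells and 100% = 4 µM acridine orange control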
SR-BI DiI-HDL act = activators of SR-BI mediated HDL lipid uptake; CHO ldlA[mSR-BI] cells, DiI-HDL uptake fluorescence, 3 h; 100 = double the neutral-control signal; activation, % at 12.5 µM; 320,000 tested, 0.096% active; AID 504775;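 active = mean replicate activation of at least 60% and every replicate at or above 60%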;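 also: 0% = median plate neutral-control signal and 100% = twice that signal; values of inactives mirror those of a sister screen read the other way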
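material = CHO ldlA[mSR-BI] cells | medium = Ham's F12 with 0.5% BSA, HEPES 25 mM, pH 7.4 | reagent = fluorescent DiI-HDL, 10 µg/mL final | compound dosing = single-point compound dose | incubation = 3 h, 37 °C | measured by = bottom-read fluorescence, 550/595 nm | measure = HDL uptake via cellular fluorescence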
DAGLB inh = blocks human DAGLB lipase activity; AID 504411; 340,000 tested, 0.059% active; inhibition, % at 5.17 µM; Q8NCG7; HEK293T DAGLB membrane lysate, EnzChek fluorogenic substrate; in the data active = inhibition above about 34%;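 also: 0% = enzyme with vehicle and 100% = wells lacking enzyme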
Target sequence (Q8NCG7 whole entry, looked up): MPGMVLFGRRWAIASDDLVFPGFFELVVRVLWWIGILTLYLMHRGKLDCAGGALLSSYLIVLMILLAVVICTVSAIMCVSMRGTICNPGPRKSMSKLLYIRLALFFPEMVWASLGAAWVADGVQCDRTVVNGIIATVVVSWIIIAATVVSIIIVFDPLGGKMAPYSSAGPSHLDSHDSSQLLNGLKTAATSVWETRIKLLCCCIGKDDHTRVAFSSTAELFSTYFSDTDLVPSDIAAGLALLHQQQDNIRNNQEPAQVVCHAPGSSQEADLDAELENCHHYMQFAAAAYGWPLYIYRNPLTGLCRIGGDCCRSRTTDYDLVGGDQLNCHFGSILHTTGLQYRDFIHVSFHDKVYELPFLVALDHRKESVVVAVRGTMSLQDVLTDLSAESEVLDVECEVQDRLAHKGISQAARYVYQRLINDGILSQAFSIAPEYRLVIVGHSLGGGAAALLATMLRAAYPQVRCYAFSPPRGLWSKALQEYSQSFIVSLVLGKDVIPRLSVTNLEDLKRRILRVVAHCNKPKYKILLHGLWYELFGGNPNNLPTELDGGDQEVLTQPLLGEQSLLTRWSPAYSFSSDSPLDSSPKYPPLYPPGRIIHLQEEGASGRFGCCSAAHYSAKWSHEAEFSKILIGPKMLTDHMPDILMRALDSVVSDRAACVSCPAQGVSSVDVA
CAL PDZ FP-2 = CAL PDZ (human) peptide binding inhibition; Q9HD26; purified CAL PDZ, TMR-peptide fluorescence polarization, 1 h; inhibition, % at 24.9 µM; 300,000 tested, 0.92% active; AID 602252;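 active = mean inhibition of at least 30% with at least half of replicates also reaching 30%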;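 also: 0% = DMSO neutral control and 100% = excess unlabeled competitor peptide PRC23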
Rtt109 Vps75 = blocks Candida albicans Rtt109/Vps75 acetyltransferase activity; Q5AAJ8; purified Rtt109/Vps75, ThioGlo CoA-SH fluorescence, 4 h; inhibition, % at 34.9 µM; 330,000 tested, 0.16% active;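 active = inhibition of at least 50% in every replicate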
Target sequence (Q5AAJ8 whole entry, looked up): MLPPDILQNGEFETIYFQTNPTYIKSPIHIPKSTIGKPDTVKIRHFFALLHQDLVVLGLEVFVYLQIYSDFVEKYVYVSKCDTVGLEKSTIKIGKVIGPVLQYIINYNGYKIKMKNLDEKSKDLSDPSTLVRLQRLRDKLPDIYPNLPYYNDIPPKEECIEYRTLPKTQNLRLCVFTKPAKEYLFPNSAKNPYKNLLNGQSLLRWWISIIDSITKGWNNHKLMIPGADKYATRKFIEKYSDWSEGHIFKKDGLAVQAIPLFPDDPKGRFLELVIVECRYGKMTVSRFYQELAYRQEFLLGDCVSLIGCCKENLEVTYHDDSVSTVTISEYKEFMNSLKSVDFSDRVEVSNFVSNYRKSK
PKA-R2B activ = activates the human PKA-R2B holoenzyme complex; 340,000 tested, 0.079% active; P22694+P31323; PKA-R2B holoenzyme dissociation, Cy5-IP20 fluorescence polarization; R2B truncated from residue 108, S112A mutant; 0% DMSO only, 100% 113 µM cGMP; activation, % at 11.4 µM;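 active = activation above a cutoff set at the mean over all compounds plus 3 SD, cut at about 18% in these data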;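 also: higher means more holoenzyme dissociation and a rise in polarization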
Keap1-Nrf2 PPI = Keap1-Nrf2 (human) interaction inhibition. Q14145. Keap1 Kelch-Nrf2 peptide fluorescence polarization, 1536-well. inhibition, % at 9.4 µM. 340,000 tested, 0.15% active. AID 504523; in the data active = inhibition above about 12%;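 also: human Keap1 Kelch domain with fluorescein labeled Nrf2 9mer peptide probe; 0% = neutral control wells and 100% = peptide positive control; higher means more block of Keap1 binding to Nrf2 peptide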
* hit, by the source's call; . = no result given.

SMILES | RTF Ca sens inh | CAL PDZ FP-1 | cardiac RTF act | LANA DNA inh | SR-BI DiI-HDL act | DAGLB inh | CAL PDZ FP-2 | Rtt109 Vps75 | PKA-R2B activ | Keap1-Nrf2 PPI
O=C(NCc1cccs1)C1CCN(S(=O)(=O)c2ccc3c(c2)OCCO3)CC1 | 6 | -2.2 | -6 | -1.0 | 26 | 1 | -7 | -8 | -2 | -2
CCOC(=O)CCCOC(=O)c1ccc(S(=O)(=O)N(C)C)cc1 | 3 | -1.2 | 5 | -0.8 | 6 | -1 | 0 | -3 | -7 | -6
Cc1ccc(NC(=O)c2cc(S(=O)(=O)N3CCCCC3)c[nH]2)cc1C | -5 | 0.3 | -4 | 0.1 | -35 | -5 | . | -4 | -2 | -4
COc1ccc(/C=C2\CCn3c2nc2ccccc2c3=O)cc1OC | -6 | -0.5 | 3 | -2.9 | -20 | -2 | . | -1 | -16 | -2
CCC(CO)Oc1cc(NCc2ccc(C(=O)O)cc2)c2ncn(C(C)C)c2c1 (stereo unspecified) | 4 | 0.9 | -2 | 4.0 | 12 | 2 | 4 | 1 | -4 | 0
CC(C)(C)c1cc(N)n(-c2ccc(C(=O)O)cc2)n1 | -13 | -0.7 | 2 | 1.0 | 10 | 0 | 5 | . | -4 | -2
COc1ccc([C@@H]2CC=C(C(=O)O)[C@H](c3ccccc3)N2S(=O)(=O)c2ccccc2C)cc1 | -2 | -0.4 | -4 | -0.1 | 4 | 3 | -3 | 11 | -4 | 4
COc1ccc(NC(=S)N2CCN(Cc3ccccc3)CC2)c(OC)c1 | 2 | -3.1 | -6 | -0.5 | 16 | -2 | 1 | . | -6 | -4
CCOC(=O)c1cnc2ccc(C)cc2c1Sc1ccccc1 | -3 | -0.5 | -2 | 1.3 | -6 | -6 | -1 | -5 | -4 | -6
Cc1ccc(S(=O)(=O)N2CCCCC2)cc1NC(=O)Nc1ccc(Cl)cc1Cl | -17 | -2.5 | -3 | 0.1 | -32 | -1 | -1 | -15 | -7 | -3
O=C(O)CCCN1C(=O)C(=O)/C(=C(/O)c2ccccc2)C1/C=C/c1ccccc1 (stereo unspecified) | -4 | 0.2 | 1 | 1.6 | -1 | -2 | 0 | -2 | 0 | -7
Cc1onc(-c2ccccc2)c1C(=O)Nc1ccccc1N1CCOCC1 | -4 | -0.5 | 0 | -0.8 | -27 | -2 | -4 | 3 | 2 | -3
Cc1ccc(-c2nn(-c3ccccc3)cc2/C=N/NS(=O)(=O)c2ccccc2)cc1 | -3 | -2.1 | -4 | -1.0 | -62 | 0 | -3 | 6 | -3 | 2
Cc1ccccc1-c1ccccc1N | -5 | -1.7 | -2 | -0.9 | 12 | 3 | 0 | . | -2 | -1
COc1ccc(OC)c(/C=C/c2ccc3cccc(O)c3n2)c1 | -7 | -4.0 | -5 | -0.5 | -52 | -6 | 0 | -13 | -18 | -3
O=C(NCc1ccccc1)C1(C(F)(F)F)C/C(=C\CCO)CCCO1 (stereo unspecified) | -3 | 1.6 | -4 | -0.5 | 3 | -2 | -3 | 1 | -3 | 1
CCCn1c(N)c(C(=O)COc2ccc(Br)cc2F)c(=O)n(C)c1=O | -15 | -5.4 | -2 | -1.3 | -61 | 0 | . | 4 | 2 | 1
Cc1ccc(NC(=O)CSCC(=O)Nc2ccc(S(=O)(=O)N3CCCC3)cc2)cc1 | -4 | -3.4 | -6 | 0.2 | -3 | -5 | -3 | 6 | -1 | -1
Cc1ccc2c(CN(C)Cc3ccc(Cl)cc3Cl)cc(=O)oc2c1 | 12 | -2.9 | -1 | -0.6 | . | -11 | 0 | 3 | -9 | -4
Cc1ccc(C(=O)N/C(=C\c2cccs2)C(=O)NCCc2c[nH]c3ccccc23)cc1 | -14 | -2.3 | 0 | -0.9 | -18 | 3 | 0 | 7 | -4 | -10
COc1ccccc1NC(=O)CC(c1ccc(OC(C)C)cc1)c1ccccc1OC (stereo unspecified) | -10 | -1.3 | -4 | -1.7 | -38 | -9 | -2 | 4 | -8 | -7
COc1ccc(C(=O)/C=C/N(C)C)cc1OC | -9 | -4.5 | 0 | 0.2 | -2 | -2 | -4 | 7 | -10 | -4
CN(CC(=O)NCCCN1CCOCC1)S(=O)(=O)c1ccc(Cl)cc1 | -7 | 0.1 | -8 | -0.6 | 14 | 0 | . | 6 | 11 | 0
Cc1ccccc1OCC(=O)NNC(=O)c1ccc(-c2ccccc2)cc1 | 2 | -2.0 | 3 | 0.8 | -12 | -4 | -2 | 7 | -14 | -1
CC(=O)Nc1cccc(C(=O)OCC(=O)NCc2cc(C)c(O)c(C)c2)c1 | -12 | -0.3 | -2 | -0.1 | 24 | 0 | -5 | 3 | -11 | -2

New compounds follow:
SMILES | RTF Ca sens inh | CAL PDZ FP-1 | cardiac RTF act | LANA DNA inh | SR-BI DiI-HDL act | DAGLB inh | CAL PDZ FP-2 | Rtt109 Vps75 | PKA-R2B activ | Keap1-Nrf2 PPI
N#Cc1ccsc1NC(=O)c1cccc(-n2cnnn2)c1 | -9 | -1.9 | -2 | -0.9 | -11 | 0 | -1 | -3 | -1 | -3
CC(=O)N1CCCc2cc(S(=O)(=O)N3CCCC(C(=O)Nc4ccc(C)cc4C)C3)ccc21 (stereo unspecified) | -6 | -0.2 | -1 | -0.4 | -16 | -1 | . | -1 | -12 | 4
CCS(=O)(=O)c1nc(S(=O)(=O)c2ccc(C)cc2)c(N2CCC3(CC2)OCCO3)s1 | -4 | -0.3 | -3 | -1.4 | 22 | -1 | -3 | 6 | 14 | -4
COc1cc(NC(=O)C2CCC(CNc3c(N4CCCCC4)c(=O)c3=O)CC2)cc(OC)c1 (stereo unspecified) | -5 | -1.0 | -1 | -0.1 | -21 | 3 | . | 5 | 5 | -4
O=C(CO/N=C/c1ccccc1OC(F)F)N1CCc2ccccc21 | -10 | -0.5 | -4 | -1.1 | 2 | 0 | 4 | 2 | -16 | -6
O=S(=O)(NC1CCCCC1N1CCC(O)CC1)c1ccc(Cl)cc1 (stereo unspecified) | -20 | -0.6 | 7 | 2.1 | 12 | 1 | -3 | 2 | -3 | -2
CCOc1ccc(NC(=O)CN(C)C(=O)c2c(-c3ccccc3)noc2C)cc1OCC | -8 | -0.2 | 2 | 2.1 | -58 | -1 | -4 | -7 | -4 | 0
Cc1c([N+](=O)[O-])c(C(=O)Sc2ccc(Br)cc2)nn1C | -5 | -5.4 | 5 | -0.3 | 16 | 2 | -3 | -8 | 0 | -7
O=C(COC(=O)c1ccc[nH]c1=O)NC1CCCc2ccccc21 (stereo unspecified) | 1 | -0.2 | -3 | 2.0 | 23 | -1 | -4 | 5 | 3 | -2
O=C(O)CC1Sc2ccccc2NC1=O (stereo unspecified) | -1 | 1.3 | -2 | -0.4 | 9 | -2 | -2 | 2 | 0 | -7
Cc1cc(Sc2nc(NC(C)(C)C)nc(N3CCOCC3)n2)nc(Cl)n1 | -10 | 0.1 | 5 | -0.7 | -35 | -2 | -1 | 3 | 2 | -1
O=C(NCc1cccnc1)c1cccc(F)c1 | 3 | -0.4 | 0 | 0.2 | 32 | 1 | -3 | -8 | -5 | -1
Cc1ccc(Nc2nc(NCc3ccco3)c3ccccc3n2)cc1 | 0 | -0.8 | -2 | 0.1 | 28 | 1 | 3 | 10 | -1 | -2
Brc1ccc(Oc2nnnn2-c2ccccc2)cc1 | -1 | -1.1 | -2 | 0.6 | 6 | -8 | . | -2 | -2 | -7
CCOC(=O)Cc1csc(NC(=O)c2ccoc2C)n1 | -2 | -0.9 | -2 | -0.6 | 6 | -1 | -3 | -2 | -7 | -8
O=S(=O)(c1ccccc1F)N1CCN(CCOc2ccccc2)CC1 | 2 | -0.2 | 2 | 1.1 | -13 | -5 | . | 0 | -5 | -1
Cc1sc(NC(=O)CSc2nnc3scc(-c4ccccc4)n23)c(C#N)c1C | -3 | -1.6 | 5 | 0.7 | -45 | 1 | . | 1 | 9 | -5
CNC(=O)NC(=O)COC(=O)/C=C/c1cccc(Br)c1 | -4 | -3.9 | 4 | -0.7 | 12 | 2 | -2 | 1 | -4 | -2
CC1=C(C(=O)Nc2ccccc2)C(c2cccs2)C(C#N)=C(SCC#N)N1 (stereo unspecified) | -8 | -1.6 | -4 | -1.4 | -12 | 1 | -1 | -2 | 7 | -6

Sorted by count of non-hydrogen atoms (rising): part of the list above
SMILES | RTF Ca sens inh | CAL PDZ FP-1 | cardiac RTF act | LANA DNA inh | SR-BI DiI-HDL act | DAGLB inh | CAL PDZ FP-2 | Rtt109 Vps75 | PKA-R2B activ | Keap1-Nrf2 PPI
O=C(NCc1cccnc1)c1cccc(F)c1 | 3 | -0.4 | 0 | 0.2 | 32 | 1 | -3 | -8 | -5 | -1
Cc1c([N+](=O)[O-])c(C(=O)Sc2ccc(Br)cc2)nn1C | -5 | -5.4 | 5 | -0.3 | 16 | 2 | -3 | -8 | 0 | -7
O=C(CO/N=C/c1ccccc1OC(F)F)N1CCc2ccccc21 | -10 | -0.5 | -4 | -1.1 | 2 | 0 | 4 | 2 | -16 | -6
CCS(=O)(=O)c1nc(S(=O)(=O)c2ccc(C)cc2)c(N2CCC3(CC2)OCCO3)s1 | -4 | -0.3 | -3 | -1.4 | 22 | -1 | -3 | 6 | 14 | -4

Filtered by structure: the compounds so far containing two or more sulfur atoms.
SMILES | RTF Ca sens inh | CAL PDZ FP-1 | cardiac RTF act | LANA DNA inh | SR-BI DiI-HDL act | DAGLB inh | CAL PDZ FP-2 | Rtt109 Vps75 | PKA-R2B activ | Keap1-Nrf2 PPI
O=C(NCc1cccs1)C1CCN(S(=O)(=O)c2ccc3c(c2)OCCO3)CC1 | 6 | -2.2 | -6 | -1.0 | 26 | 1 | -7 | -8 | -2 | -2
Cc1ccc(NC(=O)CSCC(=O)Nc2ccc(S(=O)(=O)N3CCCC3)cc2)cc1 | -4 | -3.4 | -6 | 0.2 | -3 | -5 | -3 | 6 | -1 | -1
CCS(=O)(=O)c1nc(S(=O)(=O)c2ccc(C)cc2)c(N2CCC3(CC2)OCCO3)s1 | -4 | -0.3 | -3 | -1.4 | 22 | -1 | -3 | 6 | 14 | -4
Cc1sc(NC(=O)CSc2nnc3scc(-c4ccccc4)n23)c(C#N)c1C | -3 | -1.6 | 5 | 0.7 | -45 | 1 | . | 1 | 9 | -5
CC1=C(C(=O)Nc2ccccc2)C(c2cccs2)C(C#N)=C(SCC#N)N1 (stereo unspecified) | -8 | -1.6 | -4 | -1.4 | -12 | 1 | -1 | -2 | 7 | -6
